N370S GC mod – inhibits or activates N370S mutant glucocerebrosidase; P04062; N370S GC spleen homogenate, 4MU-glucoside fluorescence; Potency, µM (titrated, usually from 59.4 µM), for inactives: at the highest dose activity change, negative = inhibition, usual class: inhibitors; 0.092% of 330,000 active;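 also: 0% = full enzyme activity and -100% = no enzyme basal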
DT40 TDP1 no CPT – qHTS for Inhibitors of human tyrosyl-DNA phosphodiesterase 1 (TDP1): qHTS in cells in absence of CPT | 15% of 420,000 active | DT40 Tdp1-/- hTDP1 cells, no CPT, ATP luminescence, 48 h | Potency, µM (highest dose often 46.2 µM), for the others: top-dose activity change, negative = growth inhibition, most hits filed as inhibitors | AID 686978, 2013; also: nearly all actives have a fitted effect of over 55% in size
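Chicken DT40 Tdp1-/- cells complemented with human TDP1, screened without camptothecin (DMSO vehicle only), 400 cells/well. Compounds pin-transferred, cells incubated at 37 °C for at least 48 hr. Growth read as ATP-dependent luminescence (CellTiter-Glo, 30 min at RT).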
TDP1 block – blocks human tyrosyl-DNA phosphodiesterase 1; 0.28% of 350,000 active; Potency, µM (top dose mostly 130 µM), for inactives: at the highest dose activity change, negative = inhibition, usual class: inhibitors; AID 485290; recombinant TDP1, AlphaScreen DNA substrate cleavage; also: nearly all actives have a fitted effect of over 40% in size
Target sequence (Q9NUW8 whole entry, looked up): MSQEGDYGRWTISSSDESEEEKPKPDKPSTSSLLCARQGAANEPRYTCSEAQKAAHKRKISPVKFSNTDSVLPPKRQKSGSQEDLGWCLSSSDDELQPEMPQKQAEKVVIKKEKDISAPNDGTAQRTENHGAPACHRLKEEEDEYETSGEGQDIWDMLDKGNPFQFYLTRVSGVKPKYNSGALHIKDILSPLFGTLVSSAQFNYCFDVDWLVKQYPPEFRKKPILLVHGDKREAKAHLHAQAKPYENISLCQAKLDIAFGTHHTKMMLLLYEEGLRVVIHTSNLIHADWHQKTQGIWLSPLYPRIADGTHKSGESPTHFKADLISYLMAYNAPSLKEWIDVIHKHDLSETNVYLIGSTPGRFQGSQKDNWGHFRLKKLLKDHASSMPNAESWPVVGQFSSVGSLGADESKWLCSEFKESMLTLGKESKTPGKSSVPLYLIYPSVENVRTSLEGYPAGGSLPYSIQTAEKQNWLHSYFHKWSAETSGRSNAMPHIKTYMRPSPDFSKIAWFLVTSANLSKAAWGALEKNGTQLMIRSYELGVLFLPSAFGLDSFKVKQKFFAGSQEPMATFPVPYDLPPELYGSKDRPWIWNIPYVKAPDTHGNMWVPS
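Recombinant E. coli-expressed Tdp1 (1 nM) preincubated with compound 15 min at RT, then 5'-biotin/3'-phosphotyrosine-FITC DNA substrate (15 nM) added for 5 min. AlphaScreen beads (10 ug/ml) added, 10 min RT; tyrosine-FITC cleavage read as signal loss.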
An asterisk follows results filed as active; ? = inconclusive; nt = no result given; & = joins results of further samples; [ ] = remark or other dose. Calls follow the shape of the dose curve; as a rule, active = well fitted curve in the direction sought with a large enough effect; inconclusive = small, poorly fitted or top-dose-only effect, or another doubt; inactive = no such curve, though single readings can be large; an effect the other way counts as inactive or inconclusive. Unless noted, % is scaled to controls: 0 for no effect and ±100 for the full control effect; potency is read from the fitted curve at half-maximal effect. A portion of the library; the hit share may differ from the screen's.

compound	N370S GC mod	DT40 TDP1 no CPT	TDP1 block
C=CCn1c(=O)c(C(=O)NCCc2ccc(Cl)cc2)c(O)c2cc(OC)c(OC)cc21	?	-0.8%	nt
COc1ccc(NC(=O)CN(C)C(=O)c2ccccc2Sc2ncnc3sc(C)c(C)c23)cc1	2.8%	23.1µM*	2.9%
CCN1CCN(CCCN(Cc2ccco2)C(=S)Nc2ccc(Cl)cc2)CC1	-5.3%	-14.3%	0.0%
OCCNc1nc(-c2ccccc2)nc2ccccc12	?	-21.0%	2.6%
O=C(CCc1ccccc1)NC1(Cc2ccccc2)CCN(CCc2cccs2)C1=O (stereo not given)	nt	?	0.0%
O=C(c1ccc(Cl)c(Cl)c1)c1cnc(Nc2ccccc2)s1	4.8%	2.4%	0.0%
COc1cc(Nc2ccc(S(N)(=O)=O)cc2)c([N+](=O)[O-])nc1[N+](=O)[O-]	-3.3%	?	nt
CCn1c(CCCNC(=O)c2ccco2)nc2ccccc21	-13.5%	-20.9%	nt
C/C(Cl)=C\Cn1c(N2CCCC2)nc2c1c(=O)n(C)c(=O)n2C	-3.6%	?	nt
NC(=S)Nc1ccc(S(=O)(=O)c2ccc(NC(N)=S)cc2)cc1	-22.5%	-10.4%	nt
COc1ccc(N(CC(=O)NC2CC2)S(=O)(=O)c2ccccc2)cc1	-5.2%	-4.4%	nt
O=C(CCC(=O)c1cccs1)NCCc1ccc(F)cc1	-0.2%	-13.1%	1.3%
CC(=O)Nc1sc(NC(=O)c2ccc([N+](=O)[O-])cc2)nc1-c1cccs1	-9.9%	-28.7%	5.0%
COCCn1c(-c2ccc(NC(C)=O)cc2)nc2c1c(=O)[nH]c(=O)n2CC(C)C	6.1%	-6.0%	nt
CCOc1cc(/C=C(\C#N)C(N)=O)cc(CSc2ccccc2)c1O	-2.4%	nt	16.1%
COc1cccc(-c2noc(-c3cc4ccccc4oc3=O)n2)c1OC	nt	-15.2%	2.6%
Cc1ccc(OCc2cc(C(=O)N3CCN(C4CCCCC4)CC3)no2)cc1C	-16.5%	?	6.1%
Cc1ccc(C)c(N2N=C(C(=O)Nc3ccccc3N3CCOCC3)CCC2=O)c1	nt	?	7.4%
CC(C)OCCCNC(=O)c1ccc(-n2c(-c3ccccc3)cc3c2CCCC3)cc1	nt	16.4µM*	3.9%
CCOP(=O)(O)c1ccccc1OCCOCCOc1ccccc1P(=O)(O)OCC	20.7%	-5.1%	-2.0%

Single records, as listed above. Screens in order: N370S GC mod, DT40 TDP1 no CPT, TDP1 block
CCOP(=O)(O)c1ccccc1OCCOCCOc1ccccc1P(=O)(O)OCC is listed as 20.7%, -5.1%, -2.0%
CC(C)OCCCNC(=O)c1ccc(-n2c(-c3ccccc3)cc3c2CCCC3)cc1 is listed as nt, 16.4µM*, 3.9%

Remaining list, next part.
compound	N370S GC mod	DT40 TDP1 no CPT	TDP1 block
CCOC(=O)c1c(NC(=O)CC2Nc3cc(C)c(C)cc3NC2=O)sc(C)c1C (stereo not given)	0.7%	?	2.6%
COc1ccc2sc(-c3ccccc3OC)c(-c3ccc(OCCN4CCCC4)cc3)c2c1	nt	?	4.7%
CCc1nn(-c2cc(Oc3cccc4ccccc34)nc(-c3ccccc3)n2)c(N)c1C#N	16.8%	16.4µM*	1.0%
CC(C)C[C@H](NC(=O)c1nc[nH]c1C(=O)NC(c1ccccc1)c1ccccc1)C(=O)OCc1ccccc1	14.1%	?	9.0%
Cc1ccc(N2CCN(S(=O)(=O)c3ccc(C)cc3)CC2)cc1	-4.8%	-0.8%	nt
CC12CCC(=O)N1C(C(=O)N1CCN(S(=O)(=O)c3ccccc3F)CC1)CS2 (stereo not given)	1.0%	1.0%	2.6%[0.505 µM]
O=C(CCC1COc2ccccc2O1)Nc1ccccn1 (stereo not given)	3.0%	-10.7%	4.5%
COCC(=O)N/N=C\c1ccc(OC/C=C/c2ccccc2)c(OC)c1	2.6%	?	2.2%
COc1cc(Cl)c(C)cc1NC(=O)CSc1nnc(-c2cccnc2)n1Cc1ccco1	8.5%	-22.2%	1.0%
CC1CCN(C(=O)c2cnn(-c3cccc(Cl)c3)c2C2CCN(C(=O)OC(C)(C)C)CC2)CC1	nt	?	0.0%
O=C(COc1ccccc1)Nc1ccc(-c2ccc(N3CCOCC3)nn2)cc1	-7.2%	?	-11.2%[0.505 µM]
Cc1ccc(C(=O)CSc2ncnc3ccccc23)o1	1.4%	?	2.7%
Cn1c(=O)c2c(ncn2CCCC(=N)N2CCOCC2)n(C)c1=O	-15.1%	-1.9%	0.0%
COc1ccc(CCN2C(=O)c3cccnc3C2=O)cc1OC	1.6%	6.1%	-2.9%
O=C(CSc1ccccn1)Nc1ccc2c(c1)oc1ccccc12	?	?	-2.7%
CCOC(=O)c1ccc(-n2c(CCC(=O)O)ccc2-c2cccs2)cc1	-14.4%	?	5.3%
CCC(=O)OCC(=O)c1c(N)n(Cc2ccccc2)c(=O)n(C)c1=O	-7.1%	?	8.6%
Cc1ccc(C)c(S(=O)(=O)N/N=C/c2ccc(N(C)C)cc2)c1	12.7%	-13.2%	8.1%
COc1ccc(N2CCC(CNC(=S)Nc3cc(C)cc(C)c3)C2)cc1 (stereo not given)	23.3%	14.6µM*	12.5%
CCOc1ccc(CN2CCN(Cc3cnn(CC)c3C)CC2CCO)cc1 (stereo not given)	10.5%	-24.2%	6.0%

(next part)
compound	N370S GC mod	DT40 TDP1 no CPT	TDP1 block
Cc1ccc(S(=O)(=O)N[C@@H](Cc2ccccc2)C(=O)N2CCC(C(=O)N[C@@H](CCC(N)=O)C(=O)O)CC2)cc1	-12.5%	-7.5%	nt
CC12CCC3C(CC3(C)C)C(C)(CCC1=O)O2 (stereo not given)	-6.4%	2.0%	10.1%[56.1 µM]
C=CCOc1ccc(CNC(C)(C)C)cc1OC	4.0%	-8.2%	1.0%
CC(C)=C1SC(N2CCN(Cc3ccccc3)CC2)=NC1=O	-24.7%	-25.7%	3.8%
CCC(CO)Oc1cc(NCc2ccccc2OC)c2ncn(C(C)C)c2c1 (stereo not given)	nt	?	8.4%
CCC(=O)Nc1ccc(N2CCOCC2)c(S(=O)(=O)Nc2ccc(Cl)cc2)c1	nt	-23.6%	3.3%
O=C(Nc1nccs1)c1cc(-c2ccccc2)nn1-c1ccccc1	9.7%	?	5.3%
O=C1N/C(=N\N=C\c2ccco2)SC1Cc1ccc(F)cc1 (stereo not given)	3.7%	-17.3%	2.5%
Cc1cc(OCC(=O)Nc2nccs2)c2c(C)cc(=O)oc2c1	0.0%	?	nt
Cc1ccc(CCn2c3c(c4ccccc42)CN(C)CC3)cn1	-2.5%	-10.9%	9.3%
COc1ccc(S(=O)(=O)Nc2cccc3c2O[C@H](CN(C)S(=O)(=O)c2ccccc2)[C@@H](C)CN([C@H](C)CO)C3=O)cc1	nt	-10.5%	0.3%
FC(F)(F)c1ccc(C2[C@H]3CN(CC4CCCCC4)[C@H](c4ccccc4)C34CC2(c2ccccc2)C4)cc1 (stereo not given in full)	-7.0%	nt	8.1%
COc1ccc(-c2cc(=O)oc3c(C)c(O)c(CN(C)C)cc23)cc1	8.4%	-29.6%	5.8%
N#Cc1ccc(CN2CCN(C(=O)CNC(=O)Cc3ccccc3)CC2)cc1	-26.3%	-0.8%	1.3%
CN(C)C(=O)c1ccc(NS(=O)(=O)c2ccc3c(c2)OCCO3)cc1	-0.5%	?	-0.3%
Clc1ccc2c(N3CCCC3)ccnc2c1	-2.0%	?	-3.3%
CCCCCC(=O)Nc1nc(C)c(-c2csc(Nc3cc(OC)ccc3OC)n2)s1	-4.3%	2.91µM*	10.7%
O=C(CSc1nnc(-c2ccc(F)cc2)n1-c1ccccc1)NCCN1C(=O)CSC1=O	7.2%	-22.5%	0.6%
CC(=O)NC(=S)Nc1ccc(NC(=O)COc2ccc(C(C)C)cc2)cc1	-23.4%	-22.3%	1.3%
COc1ccc(Cl)cc1NC(=O)CCS(=O)(=O)c1cccc2nonc12	nt	?	5.9%

Molecules listed so far containing a nitro group on carbon, in the order listed:
compound	N370S GC mod	DT40 TDP1 no CPT	TDP1 block
COc1cc(Nc2ccc(S(N)(=O)=O)cc2)c([N+](=O)[O-])nc1[N+](=O)[O-]	-3.3%	?	nt
CC(=O)Nc1sc(NC(=O)c2ccc([N+](=O)[O-])cc2)nc1-c1cccs1	-9.9%	-28.7%	5.0%

Two compounds from above, reduced to DT40 TDP1 no CPT and TDP1 block.
| SMILES | DT40 TDP1 no CPT | TDP1 block |
| --- | --- | --- |
| CCCCCC(=O)Nc1nc(C)c(-c2csc(Nc3cc(OC)ccc3OC)n2)s1 | 2.91µM* | 10.7% |
| O=C(CSc1nnc(-c2ccc(F)cc2)n1-c1ccccc1)NCCN1C(=O)CSC1=O | -22.5% | 0.6% |

Later entries:
compound	N370S GC mod	DT40 TDP1 no CPT	TDP1 block
Cc1cc(C)c(NC(=O)CS(=O)CC(=O)Nc2ccc(-n3cnnn3)c(C)c2)c(C)c1 (stereo not given)	-6.0%	?	nt
CC(=O)Nc1ccc(NC(=O)CSc2nnc(C3CC3)n2C)cc1	-3.1%	6.9%	5.9%
Cc1ccc(NS(=O)(=O)c2ccc(C(=O)NCC3CCCO3)cc2)cc1 (stereo not given)	-22.0%	?	1.8%
Cc1ccc(C(=O)NCC(=O)OCc2cc(=O)n3nc(C4CCCCC4)sc3n2)cc1	nt	-1.1%	-0.6%
COc1cc(C2NC(=S)NC(C)=C2C(=O)OC(C)C)ccc1OC(C)C (stereo not given)	2.3%	?	1.1%
Cc1ccc(-n2ncc3c(=O)n(CC(=O)N(C)C)cnc32)cc1	-2.9%	-25.2%	nt
COc1cc(OC)cc(C(=O)NC2CCN(Cc3nnnn3Cc3cccs3)CC2)c1	0.2%	-16.4%	0.0%
Cc1cc(C(=O)N/N=C2\CCCC(C)C2)n[nH]1 (stereo not given)	9.5%	1.5%	2.0%
CCOC(=O)CNC(=O)N1CCCC(N(C)CCc2ccccc2)C1 (stereo not given)	-12.2%	2.3%	nt
CCc1nnc(NC(=O)CCC(=O)N2CCN(S(=O)(=O)c3ccc(OC)cc3)CC2)s1	-4.6%	15.9%	0.4%
N#Cc1c([N+](=O)[O-])cc([N+](=O)[O-])cc1S(=O)(=O)Cc1ccccc1	nt	0.184µM*	5.4%
Cc1ccccc1C(=O)Nc1ccnn1C1CCN(Cc2ccncc2)CC1	-10.1%	-8.0%	2.6%
NC(=O)CC(NC(=O)c1ccccc1)c1ccc(NCCCN2CCCC2=O)c([N+](=O)[O-])c1 (stereo not given)	-12.1%	-8.9%	nt
Cc1ccc(-n2nc(C)c3c2OC(N)=C(C#N)C3c2ccc(C)o2)cc1 (stereo not given)	-6.9%	?	12.5%
CCCCn1c(N)c(NCc2ccccc2)c(=O)[nH]c1=O	1.1%	8.6%	7.5%
O=S1(=O)CCOCCCN1Cc1ccccc1	-4.8%	6.8%&1.9%	nt
CC(=O)Nc1ccc2nc(-c3ccco3)[nH]c2c1	1.7%	-9.8%	-2.6%
Cc1ccc(NC(=O)c2ccc(S(=O)(=O)N3CCC(C)CC3)cc2)cc1	6.5%	-9.4%	0.0%
COc1ccc(Cl)cc1S(=O)(=O)n1ccnc1	1.3%	-18.0%	nt
O=C(CC1C(=O)N(c2ccc(Cl)cc2)C(=S)N1CCc1ccncc1)Nc1ccc(F)cc1 (stereo not given)	-1.8%	?	3.2%

The listing continues:
compound	N370S GC mod	DT40 TDP1 no CPT	TDP1 block
COc1ccc(-c2cn[nH]c2N)cc1OC	-0.6%	-3.0%	9.8%
CCn1ccnc1CN(C)C(=O)c1cc(COc2c(F)cccc2F)on1	23.7%	-7.1%	0.0%
COC(=O)c1cc2oc(C)cc2n1CC(=O)Nc1ccc(OC)c(OC)c1OC	-12.4%	nt	-2.0%
Cc1cccc(NC(=O)CSC2=Nc3ccccc3C3=NC(CCC(=O)NCc4ccc(F)cc4)C(=O)N23)c1 (stereo not given)	nt	?	0.0%
CN(C)S(=O)(=O)n1cnc(C(CCO)c2ncn(S(=O)(=O)N(C)C)c2CCCO)c1 (stereo not given)	nt	0.0%	-0.2%
COc1ccc(C)cc1NC(=O)NNC(=O)C(C)Oc1ccc(F)cc1Cl (stereo not given)	-0.4%	-14.8%	4.8%
CSCC[C@H](NC(=O)[C@H](Cc1ccccc1)n1c(=O)[nH]c2ccccc2c1=O)C(=O)NCC1CCC(C(=O)O)CC1 (stereo not given in full)	?	5.0%	nt
COc1ccc(OC)c(NC(=O)CCn2ccnc2)c1	1.0%	-14.8%	nt
Cn1c(SCC(=O)O)nnc1C1CCCCC1	4.8%	0.6%	4.6%
CCCS(=O)(=O)N1CCCC(C(=O)N2CCN(c3ccccc3)CC2)C1 (stereo not given)	2.9%	-5.3%	-1.0%
O=C(c1cccc(Cl)c1)N1CCN(S(=O)(=O)c2ccc(Cl)s2)CC1	nt	-10.3%	-0.6%

From PubChem BioAssay
